ASAP1 GAP inh: inhibitors of human ASAP1 ArfGAP activity, primary screen, biochemical, fluorescence polarization | Arf-GAP with SH3 domain, ANK repeat and PH domain-containing protein 1 (Homo sapiens), … | ASAP1-stimulated ARF1 GTP hydrolysis, GDP FP detection | inhibition, % at 16.5 µM | 0.19% of 360,000 active | AID 624377, 2012; in the data active = inhibition above about 25%;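 also: 0% = vehicle with enzyme and substrate and 100% = no enzyme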
Target sequence (Q9ULH1 325-724 limits assumed): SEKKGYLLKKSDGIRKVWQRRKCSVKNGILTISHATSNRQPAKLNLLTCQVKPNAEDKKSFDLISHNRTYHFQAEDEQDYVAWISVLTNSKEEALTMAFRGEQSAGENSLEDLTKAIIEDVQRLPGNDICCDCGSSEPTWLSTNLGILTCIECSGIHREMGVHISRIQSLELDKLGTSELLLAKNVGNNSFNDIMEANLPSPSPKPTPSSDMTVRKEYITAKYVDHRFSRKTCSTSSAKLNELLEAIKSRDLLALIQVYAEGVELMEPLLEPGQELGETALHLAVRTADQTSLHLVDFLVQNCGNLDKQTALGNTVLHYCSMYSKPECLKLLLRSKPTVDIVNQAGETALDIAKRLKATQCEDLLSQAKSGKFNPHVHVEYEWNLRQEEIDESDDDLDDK
TDP2 inh: human TDP2 enzyme inhibitors, primary screen, biochemical, epi absorbance, recombinant enzyme. inhibition, % at 12.8 µM. T5PNP hydrolysis, p-nitrophenol absorbance 415 nm. 0.34% of 370,000 active;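 active = inhibition above the mean of all tested compounds plus 3 SD, set per campaign, cut at about 25% in these data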;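 also: 0% = DMSO with enzyme and 100% = buffer with substrate but no TDP2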
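Test system: human TDP2 enzyme; Input: 120 nM TDP2 per well; Buffer or medium: Mg2+-containing Tris-HCl buffer, pH 7.5; Reagent: 5 mM T5PNP; Dosing: 12.8 µM single point, 1% DMSO; Incubation: reaction 2 h, 37 °C; Detection: p-Nitrophenol epi absorbance; Read-out: % inhibition relative to enzyme-containing and enzyme-free wells; Replicates: single well per compound.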
Tn6 DDE FP: inhibitors of Tn6 peptide binding to fibrin DD(E), primary screen, biochemical, fluorescence polarization, human fibrin, Tn6 probe. Fibrinogen beta chain (Homo sapiens), P02675. AID 720509, 2013. 0.21% of 370,000 active. inhibition, % at 8.3 µM. Fibrin DD(E) TRITC-Tn6 fluorescence polarization displacement;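 active = inhibition above a per-campaign cutoff: mean of compounds within control limits plus 3 SD, cut at about 15% in these data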;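 also: 0% = median of all compound wells on the plate and 100% = blocking peptide control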
PLC-beta3 inh: human PLC-beta3 inhibitors, primary screen, biochemical, fluorescence. 0.18% of 370,000 active. Purified PLC-beta3, fluorogenic substrate. AID 720704, 2013. 1-phosphatidylinositol 4,5-bisphosphate phosphodiesterase beta-3 (Homo sapiens), Q01970. inhibition, % at 12.2 µM; in the data active = inhibition above about 11%;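 also: 0% = median of compound wells on plate and 100% = full blocker control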
DDE Tn7 FP inh: inhibitors of Tn7 peptide binding to fibrin DD(E), primary screen, biochemical, fluorescence polarization, human fibrin, Tn7 probe; Fibrinogen beta chain (Homo sapiens), P02675; FP displacement of FITC-Tn7 peptide from fibrin DD(E); 0% = median of compound wells per plate; inhibition, % at 8.3 µM; 0.13% of 370,000 active;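 active = inhibition above the mean of compounds falling within the control limits plus 3 SD of them, cut at about 14% in these data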;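 also: 0% = plate median of compound wells and 100% = 10 µM Aha-Tn7 peptide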
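Assay system: human fibrin DD(E) protein / Input: 2 µM fibrin DD(E) / Benchmarks: high control of 10 µM Aha-Tn7 peptide / Measured by: fluorescence polarization of the labelled Tn7 tracer / Medium: Tris buffer with calcium and detergent, pH 7.8 / Timing: 10 min compound pre-incubation, 3 h probe incubation at room temperature / Repeats: one replicate per compound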
PLCg1 inh: PLC-gamma1 enzyme inhibitors, primary screen, biochemical, fluorescence, purified enzyme; 0.84% of 370,000 active; AID 720700, 2013; inhibition, % at 12.2 µM; fluorogenic substrate; in the data active = inhibition above about 9.5%
ARFGAP1 inh: inhibitors of rat ARFGAP1 GAP activity, primary screen, biochemical, fluorescence polarization, GDP tracer | 0.26% of 360,000 active | Arfgap1-stimulated ARF1 GTP hydrolysis, GDP FP detection | inhibition, % at 16.5 µM | ADP-ribosylation factor GTPase-activating protein 1 (Rattus norvegicus), Q62848;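 active = inhibition above a per-plate limit, mean inhibition of low control wells plus 3 SD, cut at about 25% in these data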;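 also: 0% = DMSO wells with enzyme and 100% = wells lacking Arfgap1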
Target sequence (Q62848 1-136 limits assumed): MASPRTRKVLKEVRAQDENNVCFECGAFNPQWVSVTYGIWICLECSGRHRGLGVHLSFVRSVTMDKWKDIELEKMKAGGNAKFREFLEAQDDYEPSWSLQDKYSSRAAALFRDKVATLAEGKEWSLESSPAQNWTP
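Material: truncated rat Arfgap1 GAP domain; Incubation: compound-enzyme preincubation 20 min, reaction 120 min, detection 60 min, 25 °C; Read-out: percent inhibition of Arfgap1-stimulated GTP hydrolysis; Technique: FP, GDP Alexa 633 tracer displaced from anti-GDP antibody, 620/688 nm; Controls: No-Arfgap1 wells (100%) versus DMSO full-reaction wells (0%); Replication: single well per compound.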
ADAM10 inh: human ADAM10 inhibitors, primary screen, biochemical, QFRET, HTS; recombinant ADAM10, EDANS/DABCYL FRET peptide cleavage, 3 h; inhibition, % at 7 µM; 0.62% of 370,000 active; AID 720582, 2013;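 active = inhibition above a per-campaign cutoff equal to the mean of compounds falling between control-based bounds plus 3 SD, cut at about 20% in these data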;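 also: 0% = DMSO wells while the 100% control is not disclosed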
SIAE primary: human SIAE inhibitors, primary screen, biochemical, fluorescence polarization, FP-Rh probe, 1536-well HTS | 0.69% of 370,000 active | Sialate O-acetylesterase (Homo sapiens), Q9HAT2 | SIAE FP-Rh probe binding | inhibition, % at 9.66 µM;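 active = inhibition above a cutoff: mean of compounds within the control limits plus 3 SD of those, cut at about 17% in these data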;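 also: 0% = plate median of compound wells and 100% = probe without SIAE protein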
Target sequence (Q9HAT2 whole entry, looked up): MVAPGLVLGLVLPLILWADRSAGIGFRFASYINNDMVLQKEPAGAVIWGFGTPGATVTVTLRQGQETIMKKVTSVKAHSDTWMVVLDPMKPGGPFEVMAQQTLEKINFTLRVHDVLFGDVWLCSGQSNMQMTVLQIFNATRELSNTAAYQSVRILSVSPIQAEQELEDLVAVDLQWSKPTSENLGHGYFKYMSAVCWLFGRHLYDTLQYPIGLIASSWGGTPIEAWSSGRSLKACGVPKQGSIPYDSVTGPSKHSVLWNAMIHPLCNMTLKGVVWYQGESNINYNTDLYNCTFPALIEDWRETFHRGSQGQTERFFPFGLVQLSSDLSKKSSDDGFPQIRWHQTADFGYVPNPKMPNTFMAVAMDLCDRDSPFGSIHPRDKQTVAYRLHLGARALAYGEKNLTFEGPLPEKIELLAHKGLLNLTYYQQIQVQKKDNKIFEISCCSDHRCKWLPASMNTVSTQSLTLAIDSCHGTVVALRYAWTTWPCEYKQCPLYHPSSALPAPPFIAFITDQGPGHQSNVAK
ADAM17 inh: ADAM17 inhibitors, primary screen, biochemical, QFRET; AID 720648, 2013; recombinant ADAM17, EDANS/DABCYL FRET peptide cleavage; inhibition, % at 6.95 µM; 0.83% of 370,000 active; Disintegrin and metalloproteinase domain-containing protein 17 (Homo sapiens), P78536;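 active = inhibition above the mean of compounds lying between control limits plus 3 SD, set per campaign, cut at about 8.5% in these data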;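 also: 0% = DMSO-only wells as the low control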
* = called active by the depositor.

(1) Cc1ccccc1-c1nn(-c2ccc(F)cc2F)cc1CNCCN(C)C
(2) COCCCn1c(C)nnc1SCc1ccc(C(C)(C)C)cc1
(3) COC(=O)c1cn(-c2nc(C)c3c(n2)CCC3)nn1
(4) COc1cc(NC(=O)CN2C(=O)c3ccccc3Sc3ccc(C(=O)N4CCOCC4)cc32)cc(OC)c1OC
(5) Cc1cc(C)cc(NC(=O)CSc2nc3nc(C)cc(C)c3c(=O)[nH]2)c1
(6) Cc1ccc(N(CC(=O)NC2CCCCC2)C(=O)CNC(=O)c2ccco2)cc1F
(7) CN1/C(=C\C(=O)COC(=O)c2ccccc2O)C(C)(C)c2ccccc21
(8) CC1CCCCC12NC(=O)N(CC(=O)OCC(=O)NCc1ccc(F)cc1)C2=O (stereo not drawn)

compound no.	1	2	3	4	5	6	7	8
ASAP1 GAP inh	0	-2	-5	6	-7	-6	13	19
TDP2 inh	-9	-8	-9	-10	0	-2	-4	-17
Tn6 DDE FP	3	0	-2	-16	-1	3	0	2
PLC-beta3 inh	4	-5	0	-5	-12	-8	-69	1
DDE Tn7 FP inh	0	4	3	-2	7	3	1	-6
PLCg1 inh	5	3	-1	8	-3	1	-36	5
ARFGAP1 inh	-5	3	1	15	5	-10	1	-5
ADAM10 inh	7	-6	-3	11	-15	-6	-34	9
SIAE primary	2	-1	-4	-2	-16	1	-8	-13
ADAM17 inh	-2	-2	-6	6	-8	-3	-9	-1

Part of the list above, reformatted:
Each structure is followed by: ASAP1 GAP inh, TDP2 inh, Tn6 DDE FP, PLC-beta3 inh, DDE Tn7 FP inh, PLCg1 inh, ARFGAP1 inh, ADAM10 inh, SIAE primary, ADAM17 inh
3) COC(=O)c1cn(-c2nc(C)c3c(n2)CCC3)nn1
 : -5, -9, -2, 0, 3, -1, 1, -3, -4, -6
5) Cc1cc(C)cc(NC(=O)CSc2nc3nc(C)cc(C)c3c(=O)[nH]2)c1
 : -7, 0, -1, -12, 7, -3, 5, -15, -16, -8

Additional results
(9) Cc1ccnc(NC(=O)c2cccc(S(=O)(=O)N3CCCC3)c2)c1
(10) COC(=O)c1c(N(S(C)(=O)=O)S(C)(=O)=O)sc2c1CCN(c1ncc(C(F)(F)F)cc1Cl)C2
(11) O=C(/C=C/NNC(=O)c1ccc(Br)cc1)c1ccccc1
(12) CCCCN(CC)S(=O)(=O)c1ccc2c(c1)n(C)c(=O)c(=O)n2C
(13) CCOc1ccc(S(=O)(=O)N/N=C2/CC(c3ccccc3)Oc3ccccc32)cc1 (stereo not drawn)
(14) COc1cccc(C(=O)COc2ccccc2-c2ccccc2)c1
(15) CC(C)CN(Cc1cc(=O)oc2cc3c(cc12)CCCC3)CC(C)C
(16) O=C(O)Cc1sc(-c2ccccc2)nc1-c1cccs1

compound no.	9	10	11	12	13	14	15	16
ASAP1 GAP inh	-8	-3	0	4	-6	2	-18	-6
TDP2 inh	-10	-4	-1	-18	-6	-3	6	16
Tn6 DDE FP	2	-7	-4	-1	4	-1	-1	-2
PLC-beta3 inh	-5	-3	-13	-1	-9	1	-10	-25
DDE Tn7 FP inh	0	1	6	-1	6	0	6	-6
PLCg1 inh	2	0	-12	5	-3	1	-3	-19
ARFGAP1 inh	-3	2	-8	5	0	6	-4	-1
ADAM10 inh	-10	-17	8	-6	11	3	-6	-57
SIAE primary	5	1	4	-3	-4	-8	3	23*
ADAM17 inh	-4	-5	0	-5	0	5	-2	-21

(17) CNc1nc(-c2ccc3c(c2)CCN3C(=O)c2ccccc2C)cs1
(18) O=C(CSc1ncccc1-c1nc2ccccc2[nH]1)NCc1ccco1
(19) Cc1ccc(COc2coc(CN3CCN(C(=O)c4ccco4)CC3)cc2=O)cc1
(20) COc1ccc(OCCN2C(=O)c3ccccc3C2=O)c([N+](=O)[O-])c1
(21) Cn1nc(C(=O)N2CCN(c3cccc(Cl)c3)CC2)c2c1-c1ccccc1S(=O)(=O)C2
(22) O=C(Nc1cc(-c2ccccc2)nn1C1CCCCC1)c1ccc(Cl)cc1
(23) O=C(CCNC(=O)c1ccc([N+](=O)[O-])cc1)Nc1cccc(S(=O)(=O)N2CCCCCC2)c1
(24) COCCN(CCOC)C(=O)CC(=O)N(CCOC)CCOC

compound no.	17	18	19	20	21	22	23	24
ASAP1 GAP inh	5	8	4	4	16	18	2	-12
TDP2 inh	-3	9	-9	6	7	4	3	-13
Tn6 DDE FP	-5	1	-11	-8	4	3	0	7
PLC-beta3 inh	-3	-134	-3	-6	3	0	-5	4
DDE Tn7 FP inh	1	6	2	-4	0	-5	6	7
PLCg1 inh	-3	-94	1	5	-1	2	0	5
ARFGAP1 inh	10	3	0	2	-2	16	-2	8
ADAM10 inh	5	-211	-8	-2	-1	10	-8	1
SIAE primary	0	-10	9	7	8	-49	-3	-2
ADAM17 inh	4	-81	3	-3	1	6	-4	1

(25) O=C(c1ccc(F)cc1)N1CCCN(c2nc(-c3ccccc3)ns2)CC1
(26) Cc1cc(C)n2nc(C)c(-c3ccc(Cl)cc3)c2n1
(27) CC(C)(C)NC(=O)CSc1nnc(-c2ccncc2)n1Cc1ccccc1
(28) CCOC(=O)[C@]12CCCC=C1N(CCC1=CCCCC1)C(=O)[C@H](CC(=O)NCC1CCCCC1)C2
(29) CC(C)c1nnc(NC(=O)CCC(=O)N2CCN(c3ccc(Cl)cc3)CC2)s1
(30) CCOC(CCNC(=O)c1cn(CCOC)c(=O)c2c1c1ccccc1n2C)OCC
(31) Cc1nc(NC(=O)COC(=O)c2ccc(S(=O)(=O)N3CCc4ccccc4C3)cc2)c(Cl)cc1Cl
(32) COCCN(C(=O)CCc1ccccc1OC)c1nnc(-c2cccnc2)s1

compound no.	25	26	27	28	29	30	31	32
ASAP1 GAP inh	-3	-10	2	4	8	5	0	-1
TDP2 inh	-3	-5	3	-2	23	-6	6	5
Tn6 DDE FP	5	2	11	1	-2	-1	-1	-8
PLC-beta3 inh	-5	-80	3	-4	7	-41	-8	-2
DDE Tn7 FP inh	-5	-3	-1	-4	5	4	-6	2
PLCg1 inh	1	-70	-2	-1	4	-29	-8	-3
ARFGAP1 inh	4	-3	2	1	7	-1	11	-1
ADAM10 inh	0	2	3	-2	5	-216	-28	5
SIAE primary	-1	-8	0	-2	-1	-3	-6	1
ADAM17 inh	-2	-1	-4	-3	2	-82	-5	-1

(33) CCn1c(=O)c2cc(C(=O)N(C)c3cc(C)ccc3OC)sc2c2ccccc21
(34) Cc1ccc(S(=O)(=O)N2CCN(C(=O)COC(=O)CNC(=O)c3ccc(Cl)cc3Cl)CC2)cc1
(35) CCc1nc(SCC(=O)NCc2ccc(F)cc2)c2c(=O)n(C)c(=O)n(C)c2n1
(36) O=C(CSC1=NS(=O)(=O)c2cc(Cl)ccc2N1)NCc1ccc(F)cc1
(37) ON=Cc1ccnc2ccccc12
(38) COC(=O)c1ccccc1NC(=O)Cc1nc(-c2ccccc2)sc1-c1ccc(C)cc1
(39) CC(C)CNc1ncnc2c1ncn2[C@H]1CN(C2CCCC2)C[C@@H](CO)O1
(40) CCOC(=O)C1(CCOC)CCN(C2C3CC4CC(C3)CC2C4)CC1 (stereo not drawn)
(41) Cc1cc(C)c(NC(=O)CCCN2CCOCC2)c(C)c1
(42) CCn1ccnc1CNC(=O)c1ccc(OC2CCN(C(=O)COC)CC2)cc1
(43) O=C(Nc1ccccc1-c1nnc(SCc2ccccc2Cl)o1)c1ccccc1

compound no.	33	34	35	36	37	38	39	40	41	42	43
ASAP1 GAP inh	-1	-21	3	4	-1	5	9	-8	-8	-20	-8
TDP2 inh	-11	-7	1	3	5	-11	6	-12	6	27*	-16
Tn6 DDE FP	6	-4	8	0	6	-4	1	2	-1	-4	7
PLC-beta3 inh	-4	-2	3	-11	4	-11	-2	5	2	-10	7
DDE Tn7 FP inh	1	-2	7	5	-3	-4	0	-8	5	0	1
PLCg1 inh	1	1	46*	2	-2	-11	2	7	1	-1	7
ARFGAP1 inh	7	0	-3	-10	0	-4	15	-8	5	1	-3
ADAM10 inh	0	-2	-10	0	-18	-10	-13	3	-7	-8	12
SIAE primary	-11	1	1	4	2	-16	-1	-7	7	8	-3
ADAM17 inh	-2	0	-4	3	-3	-2	-5	2	-6	-3	4

Molecules above that have fluorine, in the order listed:
(1) Cc1ccccc1-c1nn(-c2ccc(F)cc2F)cc1CNCCN(C)C
(6) Cc1ccc(N(CC(=O)NC2CCCCC2)C(=O)CNC(=O)c2ccco2)cc1F
(8) CC1CCCCC12NC(=O)N(CC(=O)OCC(=O)NCc1ccc(F)cc1)C2=O (stereo not drawn)
(10) COC(=O)c1c(N(S(C)(=O)=O)S(C)(=O)=O)sc2c1CCN(c1ncc(C(F)(F)F)cc1Cl)C2
(25) O=C(c1ccc(F)cc1)N1CCCN(c2nc(-c3ccccc3)ns2)CC1
(35) CCc1nc(SCC(=O)NCc2ccc(F)cc2)c2c(=O)n(C)c(=O)n(C)c2n1
(36) O=C(CSC1=NS(=O)(=O)c2cc(Cl)ccc2N1)NCc1ccc(F)cc1

compound no.	1	6	8	10	25	35	36
ASAP1 GAP inh	0	-6	19	-3	-3	3	4
TDP2 inh	-9	-2	-17	-4	-3	1	3
Tn6 DDE FP	3	3	2	-7	5	8	0
PLC-beta3 inh	4	-8	1	-3	-5	3	-11
DDE Tn7 FP inh	0	3	-6	1	-5	7	5
PLCg1 inh	5	1	5	0	1	46*	2
ARFGAP1 inh	-5	-10	-5	2	4	-3	-10
ADAM10 inh	7	-6	9	-17	0	-10	0
SIAE primary	2	1	-13	1	-1	1	4
ADAM17 inh	-2	-3	-1	-5	-2	-4	3

Screening results: PubChem, The Scripps Research Institute Molecular Screening Center
